Luciferase inh: inhibitors of firefly luciferase; P08659; purified firefly luciferase, luminescence, 8 min; Potency, µM (doses to about 57.1 µM), for the others: top-dose activity change, negative = inhibition, most hits filed as inhibitors; hit rate 2.2% among 72,000; AID 411; note: potency is the fitted concentration of half-maximal effect; % is set by controls: 0 for no effect and ±100 for the full control effect; nearly all actives have a fitted effect of over 40% in size
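Compounds were tested as concentration series (qHTS) against purified P. pyralis luciferase with luciferin and 10 uM ATP in 50 mM imidazole pH 7.2, 50 mM KCl, 7 mM MgCl2, 0.01% Tween 20, 0.05% BSA. Luminescence was read after 8 min at ambient temperature.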
Tau filament bind: binders of human tau filaments. hit rate 2% among 71,000. Potency, µM (highest dose often 57.1 µM), without a hit: at the top dose activity change, negative = inhibition. recombinant tau filaments, thioflavin S fluorescence, 15 h; filaments grown with octadecylsulfate alongside compound;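 note: potency is the fitted concentration of half-maximal effect; % is set by controls: 0 for no effect and ±100 for the full control effect; actives lower thioflavin S fluorescence by blocking filaments or displacing dye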
Target sequence (P10636 whole entry, looked up): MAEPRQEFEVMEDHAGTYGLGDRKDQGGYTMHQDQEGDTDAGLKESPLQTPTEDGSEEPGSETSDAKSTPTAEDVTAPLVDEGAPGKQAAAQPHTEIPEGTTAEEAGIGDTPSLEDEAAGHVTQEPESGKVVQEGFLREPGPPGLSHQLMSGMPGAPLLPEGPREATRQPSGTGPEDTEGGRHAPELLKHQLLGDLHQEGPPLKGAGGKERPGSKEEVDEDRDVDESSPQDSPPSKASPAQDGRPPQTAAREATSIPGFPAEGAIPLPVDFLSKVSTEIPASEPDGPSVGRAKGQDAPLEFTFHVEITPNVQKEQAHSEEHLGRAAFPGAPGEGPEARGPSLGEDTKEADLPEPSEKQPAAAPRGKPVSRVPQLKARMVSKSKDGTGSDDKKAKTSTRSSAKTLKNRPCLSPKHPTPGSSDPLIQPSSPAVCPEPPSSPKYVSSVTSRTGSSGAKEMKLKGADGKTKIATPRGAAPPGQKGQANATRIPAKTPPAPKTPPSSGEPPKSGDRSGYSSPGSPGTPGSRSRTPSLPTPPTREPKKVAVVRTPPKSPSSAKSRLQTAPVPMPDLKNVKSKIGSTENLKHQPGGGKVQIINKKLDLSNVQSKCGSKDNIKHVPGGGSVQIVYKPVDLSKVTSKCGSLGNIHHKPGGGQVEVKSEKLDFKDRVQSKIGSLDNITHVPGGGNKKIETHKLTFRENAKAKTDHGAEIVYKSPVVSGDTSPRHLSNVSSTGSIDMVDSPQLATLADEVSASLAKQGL
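ThS-based fibril read: tau 1 uM final, inducer ODS 30 uM final, 37 C for 15 h, ex 450/em 510 nm.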
ALOX15 inhib: inhibitors of human 15-lipoxygenase (ALOX15). purified 15hLO-1, xylenol orange hydroperoxide absorbance. P16050. hit rate 1.4% among 74,000. Potency, µM (doses to about 57.1 µM), without a hit: at the top dose activity change, negative = inhibition, actives largely listed as inhibitors. AID 887; note: potency is the fitted concentration of half-maximal effect; % is set by controls: 0 for no effect and ±100 for the full control effect; nearly all actives have a fitted effect of over 55% in size
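Hydroperoxide formed from arachidonic acid (50 uM) by purified human 15hLO-1 (40 nM) oxidizes ferrous iron, and the ferric-xylenol orange complex is read at 573 versus 405 nm. Compounds were preincubated 15 min; reaction ran 6 min at room temperature.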
UbGFP stabilizer: inhibits proteasome, raising ubiquitin-GFP reporter fluorescence. 67,000 tested, under 10 active. Ubiquitin-GFP reporter cells, proteasome inhibition, GFP fluorescence; response scale: untreated = 0%, 10 µM MG-132 = 100%. Potency, µM (highest dose often 45.9 µM), without a hit: top-dose activation (GFP accumulation), usual class: activators; active = well fitted activation curve with a large enough effect, not every such curve was filed as active; inconclusive = small, poorly fitted or top-dose-only effect, or another doubt; inactive = no such curve, though single readings can be large or run the other way; note: potency is the fitted concentration of half-maximal effect
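U2OS cells stably expressing ubiquitin(G76V)-GFP, seeded overnight in 0.5% FBS medium, were exposed to compounds (qHTS, 46 uM to 2.9 nM) for 4 hr at 37 °C. GFP-positive cells were counted by laser cytometry (488 ex/515 em), normalized between basal and 10 uM MG-132.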
ERK AVP block: vasopressin-driven ERK pathway inhibition; HEK293-V1b, vasopressin-stimulated pERK AlphaScreen; Potency, µM (doses to about 57.5 µM), for inactives: top-dose activity, negative = inhibition, most hits filed as inhibitors; hit rate 0.99% among 72,000; note: potency is the fitted concentration of half-maximal effect; % is set by controls: 0 for no effect and ±100 for the full control effect; nearly all actives have a fitted effect of over 55% in size
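Overnight-seeded V1b-HEK293 cells in 1% FBS got compound, then vasopressin (25 nM final, 5 min, 37C), then lysis buffer. AlphaScreen detection of phospho-ERK; activity normalized to basal and full-stimulation controls.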
HBB splice mod: hemoglobin beta splicing modulation; HBB splicing reporter cell assay, activation; EGFP reporter with mutant IVS2-654 intron; response scale: normalised to 500 nM splice-correcting PNA; Potency, µM (doses to about 46.1 µM), inactives show at the top dose activation, hits mostly activators; hit rate 0.06% among 65,000; AID 925; note: potency is the fitted concentration of half-maximal effect; 0% is about no effect
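Compounds were applied for 2 days to HeLa EGFP-654 cells, 500/well in Optimem with 2% FCS. The reporter's EGFP is disrupted by mis-splicing of beta-globin intron IVS2-654. Readout: summed well GFP fluorescence from 488 nm laser scanning; reference was 500 nM antisense […] 654 PNA.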
DNA Pol III inh: DNA polymerase III holoenzyme inhibition; Potency, µM (series often up to 57.1 µM), inactives show at the top dose activity change, negative = inhibition; hit rate 0.25% among 71,000; AID 603; reconstituted DNA polymerase III holoenzyme replication, biochemical; note: potency is the fitted concentration of half-maximal effect; % is set by controls: 0 for no effect and ±100 for the full control effect
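Reconstituted *E. coli* holoenzyme (0.35 nM Pol III, 1 nM beta, 154 nM SSB, 2 nM primase) was preincubated with compound for 15 min at RT. Synthesis on 1.4 nM ssM13Gori ran 35 min, then was stopped with PicoGreen/EDTA and read as dsDNA fluorescence.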
GFP derepression: epigenetic modulators derepressing GFP locus in mouse cells; mouse C127i GFP locus derepression, cytometry, 30 h; Potency, µM (doses to about 46.1 µM), inactives show at the highest dose GFP derepression (activation); hit rate 0.09% among 68,000; AID 597; note: % of control where 0% means no effect
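Read-out is the number of GFP-positive cells, scored as fluorescent objects 20 to 120 um wide, reflecting derepression of a silenced CMV-GFP reporter in murine C127i cells after 30 h compound exposure at 37 C.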
Hsp90 Hop PPI: changes Hsp90-Hop TPR2A binding signal, up or down | AlphaScreen TPR2A-His6 binding biotin-Hsp90 C-terminal peptide | Potency, µM (highest dose often 57 µM), for inactives: at the top dose activity change, negative = inhibition | hit rate 0.44% among 71,000 | AID 595; active = well fitted curve in either direction with a large enough effect; inconclusive = small, poorly fitted or top-dose-only effect, or another doubt; note: potency is the fitted concentration of half-maximal effect; % is set by controls: 0 for no effect and ±100 for the full control effect; many of its hits are not listed in these tables
HADH2 inhib: blocks human hydroxyacyl-CoA dehydrogenase type II | hit rate 3.4% among 73,000 | Q99714 | Potency, µM (series often up to 57.1 µM), for the others: at the top dose activity change, negative = inhibition, most hits filed as inhibitors | recombinant HADH2, NADH fluorescence, beta-hydroxybutyryl-CoA | AID 886; note: potency is the fitted concentration of half-maximal effect; % is set by controls: 0 for no effect and ±100 for the full control effect; nearly all actives have a fitted effect of over 60% in size; many of its hits are not listed in these tables
Target sequence (Q99714 whole entry, looked up, one chain of several): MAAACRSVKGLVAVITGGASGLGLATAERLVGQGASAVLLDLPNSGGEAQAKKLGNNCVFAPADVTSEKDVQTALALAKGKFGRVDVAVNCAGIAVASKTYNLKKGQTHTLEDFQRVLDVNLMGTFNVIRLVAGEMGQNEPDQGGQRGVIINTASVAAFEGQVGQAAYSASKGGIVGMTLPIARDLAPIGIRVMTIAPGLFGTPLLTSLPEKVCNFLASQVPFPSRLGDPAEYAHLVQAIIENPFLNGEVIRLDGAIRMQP
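20 nM HADH2 + cpd, 15 min RT; add 1 mM NAD+/90 uM beta-hydroxybutyryl-CoA; kinetic fluorescence 360/450 nm, 4 min. Tris-HCl pH 9.0, 0.01% Tween-20.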
CRE Fsk mod: alters forskolin-stimulated CRE reporter signaling in CHO cells. hit rate 2.5% among 71,000. Potency, µM (doses to about 38.2 µM), without a hit: at the highest dose activity change, negative = inhibition, usual class: activators. CHO CRE-bla reporter (cAMP response element driving beta-lactamase), forskolin EC10, beta-lactamase ratio; active = well fitted activation curve with a large enough effect in the signal ratio, with a control signal flat, not every such curve was filed as active; inconclusive = small, poorly fitted or top-dose-only effect, or effect the other way, or a change in a side signal; the % refers to the signal ratio; note: potency is the fitted concentration of half-maximal effect; % of control where 0% means no effect
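AC50 values, positive or negative, reflect shifts in EC10 NKH 477-induced CRE-bla reporter activity in CHO cells. Incubation lasted 3 h at 37 °C before CCF4 substrate (2 h, room temperature) and ratiometric 460/530 nm reading.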
* marks the source's active call; other numbers are inactive results; i = inactive; ? = inconclusive; · = no result given; [ ] = dose if it differs, or a comment. Unless noted, calls come from the whole dose curve; as a rule, active = well fitted curve in the direction sought with a large enough effect; inconclusive = small, poorly fitted or top-dose-only effect, or another doubt; inactive = no such curve, though single readings can be large; an effect the other way counts as inactive or inconclusive. Not all compounds are listed. The share of hits here may be higher or lower than overall.

SMILES | Luciferase inh | Tau filament bind | ALOX15 inhib | UbGFP stabilizer | ERK AVP block | HBB splice mod | DNA Pol III inh | GFP derepression | Hsp90 Hop PPI | HADH2 inhib | CRE Fsk mod
CCCCC(=O)Nc1nc2ccc3nc(C)sc3c2s1 | -10% | 90% | -4% | -7% | · | -1.2% | -4% | · | 0% | 8% | ?
O=C(NCCC1=CCCCC1)C1CCN(S(=O)(=O)c2cccc3nonc23)CC1 | 4% | -25% | -13% | 8% | 0% | 3.6% | 0% | -1% | -2% | 5% | 1%
CS(=O)(=O)N(CCc1ccccc1)CC(=O)N1CCCCC1 | 1% | -1% | 6% | 3% | 17% | 0.6% | 4% | -3% | ? | 4% | -1%
O=C(NCc1ccc(N2CCCC2=O)cc1)Nc1cccc(Cl)c1 | 1% | 12% | -2% | 3% | -1% | -0.3% | -6% | 2% | -1% | 5% | -14%
O=C(CN(CC1CCCO1)S(=O)(=O)c1ccc(S(=O)(=O)NC2CC2)cc1)Nc1ccccc1 (centres undefined) | -3% | 7% | 4% | 11% | -11% | -0.1%[57.5 µM] | -3% | 2% | -1% | 6% | ?
CC1Cc2cc(/C(O)=C3/C(=O)C(=O)N(CCN4CCOCC4)C3c3cccc(Cl)c3)ccc2O1 (centres undefined) | 3% | 8% | -28% | 3% | -6% | -3.1%[57.5 µM] | -6% | 2% | -4% | -4% | -3%
O=C1CN(c2ccc(Br)cc2)C(=O)N1CC(=O)N1CCCc2ccccc21 | 2% | 17% | ? | -7% | -19% | -0.2% | -2% | 17% | 3% | 15% | 15%
O=C(O)c1c(-c2nccc3ccccc23)[nH]c(-c2ccccc2)c1S(=O)(=O)O | 3%[11.4 µM] | -2%[11.4 µM] | 6%[11.4 µM] | -4%[9.17 µM] | 8%[11.5 µM] | 1.3%[9.22 µM] | -2%[11.4 µM] | 0%[9.22 µM] | -1%[11 µM] | 12%[11.4 µM] | -3%[7.6 µM]
CNC(=O)c1cc2c(s1)CCCCCC2 | -8% | 4% | 3% | -5% | -9% | -2.6% | -2% | 0% | 1% | 5% | -2%
CCCc1nnc(NC(=O)CN2C(=O)C3C4C=CC(C4)C3C2=O)s1 (centres undefined) | 3% | -2% | -11% | 3% | 5% | -0.5% | -1% | 0% | ? | -2% | -5%
CCOC(=O)c1ccc(NC(=O)CCc2c(C)nc3ncnn3c2C)cc1 | 0% | 0% | -1% | -4% | -11% | -0.6% | -9% | 14% | -8% | 10% | ?
Cc1cc(Oc2ccc(Cl)cc2)nc(-c2ccccc2O)n1 | 1% | 5% | -17% | 1% | 13% | 0.7%[57.5 µM] | 1% | -4% | 5% | -4% | ?
Cc1ccc(S(=O)(=O)N[C@H]2COC(=O)[C@H](C)COC(=O)C/C=C\[C@H]2C)cc1 | 1%[11.4 µM] | · | 9%[11.4 µM] | · | 1%[11.5 µM] | -0.2%[9.22 µM] | · | · | · | 11%[11.4 µM] | ·
CC1(C)OC(=O)N(c2ccccn2)C1(C)O (centres undefined) | 2% | -5% | 3% | 14% | 13% | 1.0% | -3% | 3% | 5% | -2% | ?
Cc1cccc(NC(=O)c2sc(NC(=O)c3ccco3)c(C#N)c2C)c1C | 0% | -7% | -23% | -4% | 38%[activator] | · | -3% | -1% | -4% | -12% | 8%
O=C(CCn1c(=O)[nH]c2ccccc2c1=O)N1CCN(c2cccc(C(F)(F)F)c2)CC1 | 2% | 15% | -17% | -7% | 15% | -0.3% | 2% | 0% | -9% | -7% | -13%
COn1c(SCC(N)=O)nc2ccccc2c1=O | 5% | 4% | 10% | 18% | -7% | 1.1%[1.84 µM] | 0% | -2% | -2% | -3% | 11%
O=S(=O)(CCc1ccccc1)N1CCOCC1 | 1% | 9% | 1% | 9% | -3% | 1.0% | 1% | -2% | -4% | 3% | 1%
CN(Cc1c(F)cccc1Cl)c1ccc(S(=O)(=O)N2CCOCC2)cn1 | 1% | 11% | -6% | -9% | -3% | 1.5% | 0% | -2% | -1% | 12% | ?
c1ccc(-c2ccc(N3CC[C@@]4(CCCNC4)C3)cc2)cc1 | -23%[11.4 µM] | -2% | -25% | -5% | -11% | 0.4% | 1% | 4%[9.22 µM] | -30% | 17% | -7%
O=c1c(-c2ccc(Cl)cc2)nc2cncnc2n1Cc1ccc(F)cc1 | 2%[11.4 µM] | ? | -2% | 8% | ? | -1.5% | -6% | 8%[9.22 µM] | 2% | -6% | ?
CC1=C(C(=O)Nc2ccccc2C)C(c2ccccc2)NC(=O)N1 (centres undefined) | 1% | 6% | 1% | 7% | · | -0.3% | -5% | · | 0% | ? | -5%
Cc1ccc(CNC(=O)[C@@H]2C[C@H]2[C@@H](NP(=O)(c2ccccc2)c2ccccc2)c2ccccc2)o1 | · | -10% | · | · | 7% | 1.1% | 1% | · | -11% | -1% | -28%
CC[N+](C)(CC)CCN1C(=O)c2ccccc2S1(=O)=O | 1%[11.4 µM] | -8%[11.4 µM] | 2%[11.4 µM] | 3%[9.17 µM] | 6%[11.5 µM] | 1.2%[9.22 µM] | -5%[11.4 µM] | -1%[9.22 µM] | 0%[11 µM] | -4%[11.4 µM] | 2%[7.6 µM]
Cc1cc(=S)cc(C)n1CCCn1ccnc1 | 0% | -17% | 17% | -3% | 3% | -0.1%[57.5 µM] | -3% | 0% | ? | 6% | -4%
COc1ccc(S(=O)(=O)NCCC(C)C)cc1OC | 1% | 0% | 5% | -2% | -14% | 2.6% | -3% | -3% | -6% | 8% | 2%
O=C(Nc1ccc(-c2nc3ncccc3o2)cc1)c1ccc(Br)o1 | -7% | 57% | ? | -3% | -4% | -0.8% | -7% | 6% | -5% | i | 24%
O=C(NCc1ccco1)c1cc2cc3ccc(Cl)cc3nc2o1 | 1% | -18% | 8% | -7% | -9% | -0.7% | -13% | 2% | -1% | -11% | 2µM*
COc1ccc(CN(C(=O)CSc2nnc(-c3ccc(F)cc3)o2)c2ccc(F)cc2)cc1 | 2% | 2% | -9% | 2% | 1% | · | -4% | -1% | 14% | -6% | ?
CCCOc1ccccc1C(=O)N(Cc1cccs1)C1CCS(=O)(=O)C1 (centres undefined) | 2% | 4% | -1% | 4% | 18% | -1.1% | -11% | 0% | -5% | 2% | -5%
COC(=O)CC1=Nc2ccccc2NC(=O)C1 | -2% | 10% | 3% | -6% | -24% | 0.2% | 4% | 3% | -1% | 3% | 3%
O=C(NCC1CCCO1)c1ccc(Cl)c(F)c1F (centres undefined) | 2% | -4% | 4% | 5% | 27% | · | -5% | 0% | -3% | 4% | 1%
Cc1noc(C)c1-c1ccc2ncnc(NCCN3CCOCC3)c2c1 | 0%[2.29 µM] | 6% | -5% | -5% | 1% | 0.7% | -5% | 8%[9.22 µM] | -5% | ? | ?
CC1Cn2c(nnc2-c2ccccc2O)S1 (centres undefined) | -1% | -1% | -2% | -2% | · | -0.7% | -4% | · | -3% | ? | 4%
C[C@H]1CC[C@@H]2[C@@H](C)[C@H]3[C@H](C[C@H]4[C@@H]5CC=C6C[C@@H](O[C@]7(O[C@H]8O[C@@H](C)[C@@H](O)[C@@H](O)[C@@H]8O)C[C@@H](O[C@@H]8O[C@H](CO)[C@@H](O)[C@H](O)[C@@H]8O)[C@@H](O)[C@H](CO)O7)CC[C@]6(C)[C@H]5CC[C@@]34C)N2C1 | 12%[25.5 µM] | 62%[25.6 µM] | 0%[25.6 µM] | -12%[20.5 µM] | 32%[activator][25.7 µM] | -1.1%[20.6 µM] | -6%[25.6 µM] | 1%[20.6 µM] | -5%[26 µM] | 24%[25.6 µM] | 2%[17.1 µM]
CN(C)CCNC(=O)COc1cccc(Cl)c1 | -11% | -12% | 18% | 1% | 10% | 0.0%[57.5 µM] | -4% | 0% | 0% | -2% | -1%
CCS(=O)(=O)CCSc1nc2c(cc1C#N)CCCC2 | -3% | -6% | -23% | -1% | 9% | -0.8% | -6% | 0% | 1% | 1% | 7%
Cc1ccccc1-c1nc(CS(=O)(=O)CC(=O)N2CCc3ccccc3C2)c(C)o1 | -2% | 10% | -17% | 4% | -25% | -0.9% | -8% | 0% | -5% | -10% | ?
O=C(c1ccc2c(=O)n(C3CCCC3)c(=S)[nH]c2c1)N1CCN(C2CCCCC2)CC1 | 2% | -1% | 3% | -1% | 3% | 3.8% | -4% | 3% | -3% | -2% | -22%

Screening results deposited in PubChem BioAssay by National Center for Advancing Translational Sciences (NCATS).
